Screens (PubChem BioAssay)
SKN-1 block: C. elegans SKN-1 inhibition | C. elegans VP596 Pgst-4::GFP/RFP ratio, acrylamide-induced, 24 h | hit rate 0.49% among 360,000 | inhibition, % at 21.8 µM;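 active = interference check ratio from 0.5 to 1.5 plus GFP to RFP signal ratio inhibition reaching or exceeding a fixed threshold, cut at about 30% in these data, passing the limit was not always enough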; note: some compounds called inactive have numbers as strong as hits
MT1-MMP act inh: blocks activation of human MT1-MMP. P50281. HT1080 RFP-PRO-GFP cells, GFP/RFP ratio fluorescence, overnight; percent of plate control window, DMSO zero. GFP/RFP ratio change, % at 20 µM. hit rate 0.061% among 360,000;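 active = GFP/RFP ratio change of at least 30% with cell ATP level not reduced by more than half and red fluorescence within 50% of control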; note: strong numbers were not always called active
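Assay system – RFP-PRO-GFP reporter HT1080 cells · Compound dosing – single dose of 20 µM compound, 1% DMSO final · Incubation – overnight compound exposure at 37 °C · Measure – GFP/RFP fluorescence ratio · Benchmarks – DMSO wells and RFP-L50D-GFP cells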
MLLE-PAM2 inh: blocks PAM2 peptide binding to the PABP1 MLLE domain; inhibition, % at 20 µM; hit rate 0.36% among 360,000; AID 588489; P11940; GST-MLLE / FITC-PAM2 fluorescence polarization; in the data active = inhibition above about 35%, passing the limit was not always enough;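 note: plate controls were DMSO wells with GST-MLLE for no effect and wells lacking GST-MLLE protein for full effect; some results filed as inactive read as strong as hits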
NadD inh: blocks S. aureus nicotinate mononucleotide adenylyltransferase. purified NadD enzyme, colorimetric absorbance read-out. inhibition, % at 20 µM. hit rate 0.78% among 360,000; in the data active = inhibition above about 26%; note: some compounds past the cut are filed as inactive
Neddylation inh: cullin neddylation inhibition. hit rate 0.58% among 360,000. TR-FRET cullin neddylation, biochemical. calls only at 25 µM; in the data active = inhibition above about 36%
FAS TE block: blocks the thioesterase domain of human fatty acid synthase | AID 602261 | recombinant FAS-TE, OMFH fluorogenic substrate, fluorescence endpoint | P49327 | inhibition, % at 15 µM | hit rate 0.67% among 360,000;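 active = compounds whose normalised, plate-corrected inhibition of enzyme fluorescence in the single-dose primary screen is 50% or more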;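 note: 0% = DMSO with enzyme and 100% = substrate without enzyme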
Rin1-Abl PPI inh: inhibitors of human Rin1-Abl protein interaction. inhibition, % at 7.35 µM. AID 588664. TR-FRET Rin1/Abl binding, biochemical. hit rate 0.4% among 360,000; in the data active = inhibition above about 5%, passing the limit was not always enough
CSN deneddyl inh: blocks human CSN-mediated cullin deneddylation. Q92905. Purified CSN, SCF-Nedd8-OG deneddylation, fluorescence polarization. inhibition, % at 12.5 µM. hit rate 0.38% among 360,000. AID 651999;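 active = pattern-corrected inhibition above about 35%, with an unprinted fluorescence ratio check between 0.5 and 1.5, limit read from the data, passing the limit was not always enough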;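 note: 0% = enzyme with substrate and 100% = substrate without enzyme; some results filed as inactive read as strong as hits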
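Material: human Csn5 produced in HEK293T cells; Input: enzyme 0.24 nM; Reagent: SCFSkp2-Nedd8OG substrate at 10 nM final; Dosing: 12.5 µM compound; Incubation: 90 min reaction at room temperature; Detection: fluorescence polarization of the substrate; Evaluation: % inhibition of substrate cleavage by Csn5; Control set: substrate-only high control, full reaction low control.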
Rpn11 inh: inhibitors of human proteasome Rpn11; human 26S proteasome, Ub4-pepOG fluorescence polarization; 20S core pre-blocked with epoxomicin; calls only at 20 µM; hit rate 0.59% among 360,000;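 active = inhibition at 20 µM, scaled to each plate's controls, above about 33%, limit read from the data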
The depositor's hits bear a star; i = inactive; · = not tested or not shown; + = active, no number.

SMILES	SKN-1 block	MT1-MMP act inh	MLLE-PAM2 inh	NadD inh	Neddylation inh	FAS TE block	Rin1-Abl PPI inh	CSN deneddyl inh	Rpn11 inh
Cc1ccc(S(=O)(=O)N2CCOCC2)cc1C(=O)OCC(=O)c1c(N)n(C)c(=O)n(C)c1=O	0	1	-10	5	i	0	4	-1	i
O=C(c1cccs1)N1CCCC(c2nc3c(nnn3Cc3ccccc3Cl)c(=O)[nH]2)C1 (stereo unspecified)	-4	-2	-6	3	i	0	3	2	i
CCCNC(=O)C1(C)CCCN(C(=O)c2cccc(Cl)c2)C1 (stereo unspecified)	12	4	-10	0	i	-3	-1	1	i
CCOC(=O)c1ccc(-n2c(C)nc3c(cnn3-c3ccccc3Cl)c2=O)cc1	-2	4	-11	-3	i	-3	-3	-6	i
O=C1Nc2ccc(S(=O)(=O)NCCC3=CCCCC3)c3cccc1c23	4	-2	17	6	·	3	2	-4	i
O=C(c1ccco1)N1CCN(c2ccc(S(=O)(=O)N3CCCC3)cc2)CC1	16	15	2	-2	i	-5	-5	-4	i
CCn1cc(C(=O)NCc2ccccc2)c(=O)c2cc(F)c(N3CCN(C(=O)c4ccco4)CC3)cc21	1	-3	-4	-5	·	-214	1	1	i
Cc1ccc(Cn2ccc(NC(=O)c3cc(C(C)C)on3)n2)cc1	-2	3	6	-6	i	9	1	-2	i
C[C@H](NC(=O)[C@@H]1Cc2ccccc2CN1)C(=O)Nc1ccc2c(c1)OCO2	6	-4	-4	1	i	-2	0	0	i
COCCCNc1oc(-c2ccccc2F)nc1C#N	0	4	-8	2	·	0	0	1	i
COc1cccc(-c2csc(N3CCN(C(=O)Nc4ccccc4OC)CC3)n2)c1	0	-6	12	-1	i	26	2	-5	i
CCOc1ccc(NC(=O)COC(=O)CCC(=O)c2cccs2)cc1	13	1	-3	-7	i	5	1	-4	i
CCCCn1nnnc1C(c1ccccc1)N1CCN(c2cccc(C)c2C)CC1 (stereo unspecified)	8	-7	·	8	i	18	·	-1	·
COc1cccc(-c2cc(C(=O)Nn3cnnc3)c3ccccc3n2)c1	10	0	1	7	i	-7	1	0	i
Cc1ccc(S(=O)(=O)NC(=O)C2(C)CCN2C(=O)c2cccc(F)c2)nc1 (stereo unspecified)	-7	4	-3	6	i	-7	-1	-2	i
COc1cc(OC)cc(C(=O)N[C@H](C(=O)NCc2ccco2)C(C)C)c1	-22	-5	7	-3	i	-2	4	-9	i
Cc1cc(-c2ccccc2)nc2c(Br)c(C(=O)O)nn12	12	0	-7	-7	i	-5	1	19	i
O=C(NCc1ccccn1)c1nc(-c2ccc(C(F)(F)F)cc2)no1	-3	2	9	-1	i	-9	2	1	i
CS(=O)(=O)N(Cc1ccccc1)c1ccc(C(=O)NCc2ccccc2)cc1	20	-3	-3	-4	i	4	-5	-4	i
Cc1cc(NCc2ccco2)n2ncnc2n1	3	-8	6	-7	i	-8	2	0	i
O=C(CC12CC3CC(CC(C3)C1)C2)NC(=S)N1CCCCC1	-1	1	-29	2	i	6	1	-13	i
CCCCCCNC(=O)C(C#N)c1nc2ccccc2nc1N1CCCC1 (stereo unspecified)	-37	-1	71	-3	i	-86	-1	40*	i
O=C(O)c1ccc2c(c1)C(=O)N(Cc1ccccc1)C2=O	1	2	-6	-3	i	-8	-5	-1	i
O=C(c1cccc(S(=O)(=O)N2CCCC2)c1)N1CCOCC1	-10	-1	9	-2	i	-3	0	0	i
CCc1ccc(OCc2nnc(SCC(=O)N3CCN(c4ccccc4)CC3)o2)cc1	-5	1	-56	2	i	-7	-3	2	i
Cc1ccc(C2=NS(=O)(=O)N(C)C(C(=O)Nc3ccc4c(c3)OCO4)=C2)cc1	-12	4	14	1	i	29	-3	-4	i
O=C1C(=O)N(CCO)C(c2ccccc2[N+](=O)[O-])/C1=C(\O)c1ccccc1 (stereo unspecified)	1	-1	19	-1	i	-3	5	2	i
CCOc1ccc(Nc2nc(N)nc(CCl)n2)cc1	5	1	3	-4	i	-3	-1	4	i
CCOc1cc(CNCCCN2CCOCC2)cc(Cl)c1OCC(=O)NC(C)(C)C	-5	4	-3	-11	i	-2	-2	0	i
COc1ccc(-c2cn[nH]c2-c2ccc(OCc3ccccc3)cc2O)cc1	-5	-2	10	4	i	-4	3	1	i
CCOc1ccccc1N1CC(C(=O)Nc2c(C)n(C)n(-c3ccccc3)c2=O)CC1=O (stereo unspecified)	5	3	-7	2	i	-11	-1	3	i
CCCCCCCCN1C(=O)[C@H](CC(=O)NCC23CC4CC(CC(C4)C2)C3)C[C@@]2(C(=O)OC)CC(C)(C)CC=C12	5	-10	·	·	i	·	·	1	·
CCn1ccnc1CNC(=O)CC1C(=O)NCCN1Cc1ccccc1F (stereo unspecified)	3	5	11	-4	i	-4	0	-2	i
COc1ccccc1C=NNC(=O)c1ccccc1OCCOc1ccccc1	15	-1	-8	2	i	26	-1	0	i
Cc1cc(/C=C2\SC(=S)NC2=O)c(C)n1C1CC1	3	-27	-56	20	i	6	-4	31	·
O=C(/C=C/c1ccco1)NCC(=O)N/N=C/c1ccc(Cl)cc1	0	1	0	-9	i	2	-3	-5	i
Cn1c(-c2ccc([N+](=O)[O-])cc2)nc2ccccc21	6	-2	4	2	i	1	-1	4	i
Cc1oc(-c2ccccc2F)nc1CS(=O)(=O)CC(=O)N1CCc2ccccc21	0	1	8	-4	i	4	-2	5	i
CCCc1cc(=O)oc2c(CN3CCCC3)c(O)ccc12	18	0	2	0	·	-4	2	3	i
O=C(CSCc1cnn(-c2ccccc2)c1-n1cccc1)NCc1cccnc1	-8	4	14	-2	i	1	1	-5	i
O=C(Nc1nnc(S(=O)(=O)N2CCCCCC2)s1)c1cccc(Br)c1	6	15	-60	10	i	10	0	0	i
O=C(Nc1ccc(Cl)cn1)c1ccccc1SCc1ccccc1	-6	3	-2	-7	i	22	-1	3	i
COc1cc(-c2nc3ccccn3c2/N=C/c2cc(OC)c(OC)c(OC)c2)ccc1O	-6	6	8	-2	·	6	-6	0	i
COc1ccc(C(=O)Nc2ccc(C(=O)N3CCCCC3)cc2)cc1OC	14	2	5	-2	i	-7	1	2	i
C=CCn1c(SCC(=O)N2CCc3ccccc3C2)nc2ccccc2c1=O	-20	-1	-6	-7	i	18	1	3	i
Cc1oc(C)c(C(=O)O)c1C(=O)O	-4	3	5	-2	i	-7	-3	1	i
CCNC(=O)C1CCCN(C(=O)c2ccc(C(=O)OC)cc2)CC1 (stereo unspecified)	12	3	7	4	i	-10	-3	-5	i
CC(=O)Nc1ccc(NC(=O)CSc2nc3nc(-c4cccs4)cc(C(F)(F)F)c3c(=O)[nH]2)cc1	-9	3	-18	14	i	7	0	-2	i
CCOC(=O)N1CCN(C(=O)CCCn2nnnc2CN2CCC(C)CC2)CC1	6	4	-7	4	i	-5	-1	-4	i
Cc1cc(C(F)F)n2nc(C(=O)Nc3ccccc3Br)nc2n1	10	0	-22	-1	i	-4	-3	4	i
CC(=O)c1cccc(Nc2nc(=O)c3cccnc3s2)c1	0	2	13	-4	i	-4	5	4	i
CCC(=O)N1CCc2cc(Br)cc(S(=O)(=O)N(C)c3ccc(OC)cc3OC)c21	-1	1	8	-7	i	14	-3	8	i
COc1ccc(CC(=O)Nc2cc(S(=O)(=O)N3CCCCC3)ccc2C)cc1OC	-8	4	-10	2	i	-1	0	-6	i
COc1cc(/C=C(\C#N)C(=O)Nc2ccc(SC(F)F)cc2)cc(OC)c1OC	-9	2	11	5	i	9	0	0	i
COC(=O)c1sc2ccccc2c1-n1cccc1C(=O)C(=O)Nc1ccc(OC)cc1	18	-7	12	-3	i	30	3	-2	i
COc1ccc(N2CC(C(=O)N3CCN(C(=O)c4ccco4)CC3)CC2=O)cc1 (stereo unspecified)	1	-3	-2	-4	i	-8	1	0	i
CCCNC(=O)C(Cc1cccc(Cl)c1)NC(=O)c1ccccc1 (stereo unspecified)	-6	-1	2	4	i	-4	2	2	i
Cc1ccc(C(=O)NC2CCSC2=O)cc1 (stereo unspecified)	-14	10	13	5	i	-4	-2	8	i
COc1ccc(C(CNS(=O)(=O)c2ccc(F)cc2)N2CCN(C)CC2)cc1 (stereo unspecified)	6	-7	8	-3	i	-8	3	-5	i
COc1ccc(/C=C2/CCc3ccccc3C2=O)cc1OC	8	-3	7	-5	i	-1	-1	-3	i

(more compounds)
SMILES	SKN-1 block	MT1-MMP act inh	MLLE-PAM2 inh	NadD inh	Neddylation inh	FAS TE block	Rin1-Abl PPI inh	CSN deneddyl inh	Rpn11 inh
Cc1cccc2c(=O)n3c(cc12)-c1[nH]c2ccccc2c1CC3	15	-7	2	9	·	1	3	-5	i
CCc1nc2c(OCc3cc(Cl)cc(Cl)c3)cccn2c1N(C=O)Cc1ccccc1	14	4	-18	7	i	26	0	5	i
COc1ccc(NC(=O)CN(C)C(=O)/C=C/c2cn(-c3ccccc3)nc2-c2cccs2)cc1	-3	-3	-23	12	+	13	-1	2	i
O=C(O)CCC(=O)N1CCN(Cc2ccc3c(c2)OCO3)CC1	9	-4	0	-5	i	-10	0	5	i
COc1ncccc1-c1nnn(-c2ccccc2Br)n1	9	-2	-20	0	i	2	1	2	i
O=[N+]([O-])c1ccc(N2CCN(S(=O)(=O)c3ccc4ccccc4c3)CC2)cc1NCC1CCCO1 (stereo unspecified)	6	3	10	11	i	51*	5	-5	i
Cn1cc(S(=O)(=O)N2CCOCC2)cc1C(=O)NCCc1ccccc1	10	3	-8	-8	i	-4	-1	-2	i
O=C(CSc1ccc(-c2cccc([N+](=O)[O-])c2)nn1)N1CCCC1	-1	0	-2	-3	i	8	-5	-2	i
c1ccc2c(c1)[nH]c1c(N3CCN(C4CCCCC4)CC3)ncnc12	16	3	-1	-5	·	-5	0	1	i
CC1=CC(C)(C)N=C(Nc2nc(C)c3cc(C)cc(C)c3n2)N1	25	-2	-20	3	i	-14	0	8	i
COC(=O)c1ccccc1NC(=O)CN(c1ccccc1)S(=O)(=O)N(C)C	17	-1	4	-1	i	9	-3	-1	i
CC(=O)Nc1cc(OC(=O)c2ccco2)cc(OC(=O)c2ccco2)c1	7	0	7	-1	i	7	2	0	i
c1ccc(-c2csc(N3CCN(c4ccccn4)CC3)n2)cc1	47*	9	0	1	i	35	2	1	i
O=c1c2ccccc2nc(-c2ccco2)n1-c1nc2ccccc2s1	5	-4	8	0	i	1	4	4	i
Cc1cccc(OCC(=O)NCc2cc(C)nc3ccccc23)c1	-3	0	8	-9	i	-4	3	0	i
O=C(Cc1ccccc1)Nc1ccc(NC(=O)Cc2ccccc2)c(Cl)c1	8	2	6	-1	i	0	-2	-2	i

Another view of four compounds above:
| mol | SKN-1 block | MT1-MMP act inh | MLLE-PAM2 inh | NadD inh | Neddylation inh | FAS TE block | Rin1-Abl PPI inh | CSN deneddyl inh | Rpn11 inh |
| --- | --- | --- | --- | --- | --- | --- | --- | --- | --- |
| c1ccc(-c2csc(N3CCN(c4ccccn4)CC3)n2)cc1 | 47* | 9 | 0 | 1 | i | 35 | 2 | 1 | i |
| O=c1c2ccccc2nc(-c2ccco2)n1-c1nc2ccccc2s1 | 5 | -4 | 8 | 0 | i | 1 | 4 | 4 | i |
| Cc1cccc(OCC(=O)NCc2cc(C)nc3ccccc23)c1 | -3 | 0 | 8 | -9 | i | -4 | 3 | 0 | i |
| O=C(Cc1ccccc1)Nc1ccc(NC(=O)Cc2ccccc2)c(Cl)c1 | 8 | 2 | 6 | -1 | i | 0 | -2 | -2 | i |
